LGR2 inh – blocks bursicon-induced cAMP signaling via Drosophila LGR2; AID 720647; HEK293 LGR2, CRE-luciferase, bursicon-stimulated, 4 h; actives 0.35% (n = 380,000); inhibition, % at 9.99 µM;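 active means drop in luminescence signal, shown as inhibition above about 50% in the replicate tests, limit read from the data, passing the limit was not always enough; inconclusive means probably only some replicates passing the limit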;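 further: agonist challenge used bursicon conditioned medium at about half maximal strength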
ERAP1 HTS inh – ERAP1 (human) enzyme inhibition. Q9NZ08. recombinant ERAP1, Leu-AMC fluorescence, 60 min. inhibition, % at 10.7 µM. actives 0.15% (n = 340,000). AID 652197;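 active means mean replicate inhibition of at least 30%, or all replicates individually reaching that 30% level; inactive means mean below 30% and not every replicate reaching it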;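 further: 0% = neutral control wells and 100% = L-leucinethiol positive control wells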
Target sequence (Q9NZ08 whole entry, looked up): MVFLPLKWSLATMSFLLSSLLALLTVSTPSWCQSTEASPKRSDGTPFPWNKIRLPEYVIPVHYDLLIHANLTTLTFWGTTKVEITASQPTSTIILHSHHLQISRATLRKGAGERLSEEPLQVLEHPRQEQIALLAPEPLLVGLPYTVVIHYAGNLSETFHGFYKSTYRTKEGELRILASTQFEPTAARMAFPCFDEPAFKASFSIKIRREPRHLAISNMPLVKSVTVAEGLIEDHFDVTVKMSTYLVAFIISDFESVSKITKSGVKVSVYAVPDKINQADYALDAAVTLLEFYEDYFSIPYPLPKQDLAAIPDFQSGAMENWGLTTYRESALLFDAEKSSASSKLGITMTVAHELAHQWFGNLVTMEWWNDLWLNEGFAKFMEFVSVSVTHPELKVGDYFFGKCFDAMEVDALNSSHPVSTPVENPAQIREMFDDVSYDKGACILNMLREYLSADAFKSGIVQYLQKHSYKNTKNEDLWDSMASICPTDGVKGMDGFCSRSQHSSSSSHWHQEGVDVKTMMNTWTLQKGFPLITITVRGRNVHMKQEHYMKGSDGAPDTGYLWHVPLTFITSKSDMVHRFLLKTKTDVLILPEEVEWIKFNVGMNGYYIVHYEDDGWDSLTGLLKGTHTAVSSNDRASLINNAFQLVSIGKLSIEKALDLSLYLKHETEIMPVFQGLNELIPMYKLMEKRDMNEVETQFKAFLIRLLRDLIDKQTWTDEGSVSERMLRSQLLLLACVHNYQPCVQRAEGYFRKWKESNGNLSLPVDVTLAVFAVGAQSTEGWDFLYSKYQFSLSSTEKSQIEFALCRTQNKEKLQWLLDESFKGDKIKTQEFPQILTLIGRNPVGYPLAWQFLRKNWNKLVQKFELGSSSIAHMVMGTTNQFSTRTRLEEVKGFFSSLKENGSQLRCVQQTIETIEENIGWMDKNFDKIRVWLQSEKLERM
PglD DTNB – PglD (C. jejuni) enzyme inhibition; purified PglD enzyme, DTNB colorimetric CoA detection; inhibition, % at 12.5 µM; actives 0.098% (n = 360,000); AID 602405; in the data active means inhibition above about 16%, passing the limit was not always enough; inconclusive means no clear call, values can overlap the other calls; further: strong numbers were not always called active
S100A4 MyoIIA – blocks human S100A4 binding to myosin IIA peptide. AID 652163. S100A4/TAMRA-MyoIIA peptide fluorescence polarization. actives 0.14% (n = 360,000). inhibition, % at 10.7 µM;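 active means mean inhibition of at least 70% across replicates, with every replicate also reaching that level; inconclusive means mean inhibition reaches 70% but some replicates fall short; inactive means mean inhibition below 70%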
Target sequence (P26447 whole entry, looked up): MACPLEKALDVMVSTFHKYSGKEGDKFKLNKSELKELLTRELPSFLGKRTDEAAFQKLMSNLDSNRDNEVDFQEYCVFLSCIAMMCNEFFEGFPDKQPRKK
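Test system – S100A4 monomer (human) · Compound – single-point compound testing · Schedule – 5 min incubation before reading · Probe or stimulus – TAMRA-labelled myosin IIA heavy-chain peptide probe, 5 nM · Benchmarks – neutral control DMSO, positive control TFP · Medium – Calcium-containing HEPES buffer, pH 7.2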
FN deposition inh – fibronectin deposition inhibition | inhibition, % at 12.6 µM | AID 743247 | AH1F fibroblasts, Alexa488-fibronectin deposition fluorescence, overnight | actives 0.086% (n = 350,000);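 active means mean inhibition across replicates of 30% or more, regardless of how many single replicates reach that level; inconclusive means mean under 30% yet at least half of replicates reach 30%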;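 further: positive control wells lacked labelled fibronectin entirely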
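Material – AH1F fibroblast monolayer, labelled fibronectin deposition · Reagent – labelled fibronectin 24 nM · Timing – 1 h adhesion, overnight exposure · Measured by – fluorescence at 485 nm excitation, 525 nm emission · Read-out – inhibition of fibronectin deposition signal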
PGC1a acetyl inh – PGC1a acetylation modulation, inhibitor mode; inhibition, % at 15.6 µM; actives 0.17% (n = 350,000); U2OS PGC1a acetylation, AlphaScreen anti-acetyl-lysine; with virally co-expressed GCN5 acetyltransferase;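 active means every replicate shows inhibition of at least 40%; inconclusive means mean inhibition at least 40% but some replicate below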;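 further: 0% = neutral control wells and 100% = positive control wells; some results beyond the cut were filed as inactive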
EWS-Fli inh – EWS/Fli transcriptional activity inhibition | actives 0.67% (n = 350,000) | AID 651661 | inhibition, % at 12.6 µM | A673 NR0B1-luciferase reporter, viability-normalised;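 active means mean inhibition of at least 50% after viability correction, with every replicate also passing that limit; inconclusive means mean reaches 50% but only one of two replicates passes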;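 further: firefly luciferase signal divided by Alamar Blue viability fluorescence both relative to DMSO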
PAX8 inh HTS – inhibitors of PAX8 transcriptional activity in RMG-I cells; RMG-I TPO-luciferase reporter, SteadyGlo, 24 h; inhibition, % at 12.6 µM; actives 1.2% (n = 360,000); AID 652154;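 active means mean replicate inhibition at least 60% with every replicate also reaching 60%; inconclusive means only one of the two criteria is met; inactive means mean below 60% and not all replicates reaching 60%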;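 further: luciferase light reporting Pax8 driven TPO promoter activity; plate controls were median of neutral control wells for no effect and mitoxantrone controls for full effect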
Numbers without * were called inactive; ? = inconclusive; · = not tested or not shown; & = joins results of further samples.

#	Structure	LGR2 inh	ERAP1 HTS inh	PglD DTNB	S100A4 MyoIIA
1	COc1ccc(OC)c(-n2c(SCC(=O)NCC3CCCO3)nc3ccccc3c2=O)c1 (centres undefined)	-19	-1	1	1
2	CC(C)NC(=O)Nc1ccc2c(c1)CC(=O)N([C@H](C)CO)C[C@H](C)[C@H](CN(C)C(=O)Nc1ccccc1)O2	0	-2	-2	2
3	Oc1ccc(Nc2ccnc3cc(Cl)ccc23)cc1	-36	0	6	0
4	Cc1cccc(C)c1NC(=S)N1CCCN(C)CC1	-1	-1	·	-1
5	Cc1cccc(-c2cccc(NC(=O)C3CCCN(C(=O)c4csc(C)n4)C3)c2)c1 (centres undefined)	12	0	7	-2
6	O=C(/C=C(\Nc1cccc(F)c1)c1ccccc1)c1ccccc1	-84	5	·	-4
7	COc1ccc([N+](=O)[O-])cc1-c1[nH]c(-c2ccc(C(=O)O)cc2)nc1-c1ccccc1	2	0	2	-2
8	COC(=O)Cc1c(CSc2ccccc2)oc2ccc(O)c(CN(C)C)c12	9	0	4	-2
9	O=C(N/N=C/c1coc2ccccc2c1=O)c1ccncc1	-1	2	-1	2
10	Nc1nc2c(s1)CCc1ccccc1-2	-27	4	-3	1

#	FN deposition inh	PGC1a acetyl inh	EWS-Fli inh	PAX8 inh HTS
1	1	5	1	8
2	·	-4	-9	-17
3	2	·	-1	-5
4	-5	-5	7	14
5	7	-8	-26	-32
6	8	·	-49	-181
7	-3	·	1	1
8	1	2	5	-15
9	·	5	·	-21
10	-6	5	-41	-4

Additional compounds
#	Structure	LGR2 inh	ERAP1 HTS inh	PglD DTNB	S100A4 MyoIIA
11	Cc1ccc(N(CC(=O)NCCSCc2ccco2)S(C)(=O)=O)cc1	22	3	2	-5
12	CC(NS(=O)(=O)c1ccc2ccccc2c1)c1ccccn1 (centres undefined)	8	1	-3	1
13	O=[N+]([O-])c1ccc(N2CCN(c3ccc([N+](=O)[O-])cc3CO)CC2)c(CO)c1	-6	-4	3	1
14	CCc1cc(=O)oc2c3c(cc(OCC(=O)NCCN4CCOCC4)c12)OC(C)(C)CC3	-27	0	5	-5
15	COc1cccc(C(=O)Nc2ccc3c(c2)C(=O)N(C)[C@H]2CC[C@H](CC(=O)N[C@H](C)c4ccccc4)O[C@H]2CO3)c1	-2	1	2	8
16	C[C@@H](NC(=O)C[C@H]1C=C[C@@H](NC(=O)c2cccnc2)[C@@H](CO)O1)c1ccccc1	-5	6	6	-2
17	O=C(/C=C/Nc1ccc(Oc2ccccc2)cc1)c1ccco1	-81	6	·	3
18	COc1ccc(CNC(=O)Cn2c(=O)n(CCC(=O)N3CCCCC3)c(=O)c3sccc32)cc1	6	3	0	0
19	C[C@@H]1CN([C@@H](C)CO)C(=O)c2cc(-c3ccccc3F)cnc2O[C@@H]1CN(C)C(=O)C1CCCCC1	-10	-3	0	4
20	C[C@@H]1CN([C@H](C)CO)C(=O)c2cc(/C=C/c3ccccc3)cnc2O[C@@H]1CN(C)C(=O)C1CC1	-9	3	·	8

#	FN deposition inh	PGC1a acetyl inh	EWS-Fli inh	PAX8 inh HTS
11	·	-3	8	·
12	4	4	1	11
13	6	-15	26	49
14	·	5	10	·
15	7	-8	10	5
16	-9	8	-1	-2
17	-9	8	-36	-230
18	-4	-6	-19	6
19	·	-4	-3	-12
20	4	4	-14	74*

Arranged by molecular weight (low to high): some entries from above.
#	Structure	LGR2 inh	ERAP1 HTS inh	PglD DTNB	S100A4 MyoIIA
12	CC(NS(=O)(=O)c1ccc2ccccc2c1)c1ccccn1 (centres undefined)	8	1	-3	1
11	Cc1ccc(N(CC(=O)NCCSCc2ccco2)S(C)(=O)=O)cc1	22	3	2	-5
16	C[C@@H](NC(=O)C[C@H]1C=C[C@@H](NC(=O)c2cccnc2)[C@@H](CO)O1)c1ccccc1	-5	6	6	-2
14	CCc1cc(=O)oc2c3c(cc(OCC(=O)NCCN4CCOCC4)c12)OC(C)(C)CC3	-27	0	5	-5
20	C[C@@H]1CN([C@H](C)CO)C(=O)c2cc(/C=C/c3ccccc3)cnc2O[C@@H]1CN(C)C(=O)C1CC1	-9	3	·	8
19	C[C@@H]1CN([C@@H](C)CO)C(=O)c2cc(-c3ccccc3F)cnc2O[C@@H]1CN(C)C(=O)C1CCCCC1	-10	-3	0	4
15	COc1cccc(C(=O)Nc2ccc3c(c2)C(=O)N(C)[C@H]2CC[C@H](CC(=O)N[C@H](C)c4ccccc4)O[C@H]2CO3)c1	-2	1	2	8

#	FN deposition inh	PGC1a acetyl inh	EWS-Fli inh	PAX8 inh HTS
12	4	4	1	11
11	·	-3	8	·
16	-9	8	-1	-2
14	·	5	10	·
20	4	4	-14	74*
19	·	-4	-3	-12
15	7	-8	10	5

More results follow:
#	Structure	LGR2 inh	ERAP1 HTS inh	PglD DTNB	S100A4 MyoIIA
21	O=C(CSc1nccc(=O)[nH]1)N1CCN(c2ccccc2)CC1	14	0	·	1
22	COc1ccccc1NC(=O)N1CC(=O)N2[C@H](CO)[C@H](c3ccc(C#CC(C)C)cc3)[C@@H]2C1	-2	4	·	4
23	OC[C@@H]1CN(Cc2ccco2)C[C@H](n2cnc3c(NCc4ccncc4)ncnc32)O1	17	5	4	-9
24	CCC(=O)Nc1ccccc1C(=O)C(=O)Nc1ccccc1	14	-1	·	-2
25	Cc1ccc(CNC(=O)COC(=O)Cc2ccc(-c3ccccc3)cc2)cc1	6	·	6	·
26	CS(=O)(=O)c1ccc2nc(NC(=O)c3ccc(Cn4cc(Br)cn4)o3)sc2c1	-15	2	-6	1
27	Cc1cc(=O)n2[nH]nnc2n1	-5	-1	-1	-2
28	Cc1cccc(-c2ccc([C@H]3[C@@H](CO)N4CCCCN(C(=O)c5cccnc5)C[C@@H]34)cc2)c1	?	0	2	-11
29	Cc1sc2nc(C3CC3)nc(SCC(=O)N3CC(=O)Nc4ccccc43)c2c1C	8	·	-4	·
30	Cc1noc(C)c1S(=O)(=O)N1CCC(C(=O)O)CC1	3	4	0	-7

#	FN deposition inh	PGC1a acetyl inh	EWS-Fli inh	PAX8 inh HTS
21	4	2	6	20
22	11	0	-1	7
23	3	-3	2	-9
24	6	·	-20	-44
25	-11	10	·	19
26	·	-9	·	-5
27	-8	19	3	-6
28	·	3	-6	-13
29	9	9	·	·
30	-2	·	-9	4

Continuation:
#	Structure	LGR2 inh	ERAP1 HTS inh	PglD DTNB	S100A4 MyoIIA
31	C[C@@H]1CN([C@H](C)CO)C(=O)c2cc(NC(=O)Nc3ccc(F)cc3)ccc2O[C@@H](C)CCCCO[C@H]1CN(C)C	-13	-2	3	-13
32	COc1ccc(S(=O)(=O)Nc2ccc3c(c2)C(=O)N([C@H](C)CO)C[C@H](C)[C@@H](CN(C)S(=O)(=O)c2cn(C)cn2)OCCCC[C@H](C)O3)cc1	-8	-9&1	-7&1	-12&-5
33	O=C1C(=O)N(CCN2CCOCC2)C(c2ccc([N+](=O)[O-])cc2)/C1=C(/O)c1ccc2c(c1)OCO2 (centres undefined)	-18	1	-1	-5
34	CC(=O)c1ccc(OCC(O)CN2CCC(C)CC2)cc1 (centres undefined)	-3	·	1	1
35	Cc1cccc(NC(=O)CSCc2cc(=O)n3nc(C4CC4)sc3n2)c1	-1	4	1	0
36	COc1ccc2cc(C(=O)Nc3ccc(O)cc3)sc(=O)c2c1OC	-14	2	·	-1
37	O=C(/C=C/c1cccc(F)c1)NCCCn1ccnc1	12	-4	-6	-5
38	CCOC(=O)Cc1csc(NC(=O)c2c(-c3ccccc3)noc2C)n1	17	2	-1	0
39	C[C@H](CO)N1C[C@H](C)[C@@H](CN(C)C(=O)C2CCCCC2)OCCCC[C@H](C)Oc2ccc(NC(=O)C3CCCCC3)cc2C1=O	11	1	-1	-2
40	C[C@@H]1CN([C@H](C)CO)C(=O)Cc2cc(NS(=O)(=O)c3ccc(Cl)cc3)ccc2O[C@@H]1CN(C)C(=O)NC1CCCCC1	3	-2	-4	-2

#	FN deposition inh	PGC1a acetyl inh	EWS-Fli inh	PAX8 inh HTS
31	·	-10	-1	-6
32	-2	-3&19	3&-7	2&-13
33	·	·	-7	-23
34	-7	·	-2	-13
35	3	·	·	-6
36	2	·	13	-9
37	-8	-12	-9	-3
38	·	-1	·	·
39	·	2	10	10
40	-1	1	-28	6

Continued.
#	Structure	LGR2 inh	ERAP1 HTS inh	PglD DTNB	S100A4 MyoIIA
41	COc1cc(C(=O)O/N=C(\N)c2ccccn2)cc(OC)c1OC	-19	8	·	5
42	CCCN(C)C[C@H]1OCCCC[C@@H](C)Oc2ccc(NC(=O)Cc3ccccc3)cc2C(=O)N([C@@H](C)CO)C[C@H]1C	7	·	·	·
43	COc1ccc2nc(SCC(=O)N(C)CC(=O)Nc3ccc(F)cc3)[nH]c2c1	-28	-3	·	0
44	Cc1ccc(N(Cc2ccc([N+](=O)[O-])cc2)C(=O)c2ccco2)cc1	·	·	4	·
45	CC(C)(C)C(=O)O/N=C(\N)Cc1ccc(-c2csnn2)cc1	2	-8	-1	3
46	CCCCOc1ccc(N2CC(C(=O)NCc3ccco3)CC2=O)cc1 (centres undefined)	-20	-5	3	5
47	CCCCC(=O)NC(=S)NNC(=O)CC	·	·	2	·
48	CCCNC(=O)Nc1ccc2c(c1)C(=O)N(C)[C@@H]1CC[C@@H](CC(=O)NCC3CCCCC3)O[C@H]1CO2	-8	0	0	-2
49	COc1ccc(CCNC(=O)c2c(-c3ccccc3)noc2C)cc1OC	13	0	-2	-1
50	C[C@@H]1CN([C@H](C)CO)C(=O)c2cc(NC(=O)Cc3ccccc3)ccc2O[C@@H](C)CCCCO[C@H]1CN(C)S(=O)(=O)c1ccccc1	4	0	2	1
51	CC(=O)N1[C@H](CO)[C@@H]2c3ccccc3N(C(=O)c3ccccc3)C[C@@H]21	5	·	0	·
52	COC(=O)Cc1ccc(N(Cc2ccccc2F)S(=O)(=O)c2ccc(Br)cc2)cc1	-1	-5	·	0

#	FN deposition inh	PGC1a acetyl inh	EWS-Fli inh	PAX8 inh HTS
41	7	6	-11	-38
42	·	7	-1	47
43	·	·	-6	-9
44	-11	6	·	20
45	4	-4	6	-1
46	-7	-9	1	-4
47	7	10	·	10
48	-14	-5	-7	4
49	·	-7	3	·
50	-12	-19	11	22
51	·	4	4	-8
52	10	·	-11	12

Source: PubChem
